Screens as filed in PubChem BioAssay.
TTR transcr act: TTR transcription activators in neuroblastoma reporter cells, primary screen, cell-based, luminescence, SH-SY5Y, TTR promoter Gaussia luciferase; 100% = recombinant luciferase protein wells; activation, % at 16.7 µM; actives 1.3% (n = 92,000); AID 1117267, 2014;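 active = activation above the mean of all tested compounds plus 3 SD, cut at about 9.5% in these data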;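 also: cells exposed to compounds for one day before reading; 0% = median of all test compound wells on the plate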
Numbers without * were called inactive; & = joins results of further samples. These rows are one share of the data, so the mix of outcomes need not match the whole.

SMILES | TTR transcr act
CCOC(=O)C1C(=O)CC(C)(O)C(C(=O)OCC)C1c1ccc(NC(C)=O)cc1 (stereo not given) | 0.6
COc1ccc(C(NC(=O)c2ccc(F)cc2)c2ccccc2)cc1 (stereo not given) | -1.0
O=[N+]([O-])c1cccc(/C=N/Nc2ccccn2)c1 | 5.9
CCCN=C(C)C1=C(O)c2ccccc2C1=O | 1.8
COC(=O)C1CCN(C(=O)c2ccc(OC)c(S(=O)(=O)N3CCCc4ccccc43)c2)CC1 | -0.2
Cc1cc(C(=O)COC(=O)Cc2n[nH]c(=O)c3ccccc23)c(C)n1-c1ccc2c(c1)OCO2 | -1.9
Cc1ccsc1C(=O)OCC(=O)N1CC(C)CC(C)C1 (stereo not given) | 0.6
C[C@@H]1CN([C@@H](C)CO)C(=O)CCCn2nncc2CO[C@H]1CN(C)C(=O)Nc1ccc(-c2cccs2)cc1 | -1.5
COc1ccc(C(=O)OCC(=O)NCc2cccs2)c(OC)c1OC | 1.8
CC1=Nc2ccc(C)cc2/C1=C/c1c(N)n2oc(C)cc2nc1=O | 0.7&-0.7
O=C(COC(=O)c1ccc(O)cc1)Nc1ncc(Cl)cc1Cl | -0.3
O=c1c2ccccc2ncn1-c1ccc(Cl)c(Cl)c1 | -1.7
COC(=O)c1c(C)oc(C)c1S(=O)(=O)N(C)C1CCCCC1 | -0.2
CCN(CC)S(=O)(=O)c1ccc(-c2nnc(SCC(=O)Nc3nnc(C)s3)n2CC)cc1 | -0.4
Cc1ccc(OC(C)c2nnc(N)s2)cc1Cl (stereo not given) | -8.1
Cc1cc(C)c(S(=O)(=O)Nc2ccc3c4c(cccc24)CC3)c(C)c1 | -3.6
Cc1cc(C)nc(N(C#N)CC(=O)N2CCC(C(N)=O)CC2)n1 | -0.1
Cc1ccc(C(C)n2cc(C(=O)NCc3cccnc3)nn2)cc1 (stereo not given) | -0.7
COc1ccccc1NC(=O)CNS(=O)(=O)c1ccccc1 | -0.5
CN(Cc1ccccc1)C(=O)c1nc[nH]c1C(=O)N(C)Cc1ccccc1 | -2.6
COc1ccc(CCC(=O)N2CC(C)OC(C)C2)cc1 (stereo not given) | 0.4
O=C(Nc1ccc(-n2cc(Cl)cn2)cc1)c1ccncc1 | -1.1
CN(CCCOC(=O)c1cccs1)C1CN(Cc2cn(Cc3ccccc3Cl)nn2)S(=O)(=O)C1 (stereo not given) | -0.6
CCNc1nc(CN2CCCCC2)nc2scc(-c3ccccc3)c12 | -4.5
CCOc1ccc(S(=O)(=O)Nc2ccc(C(=O)NCC(c3ccco3)N(C)C)cc2)cc1 (stereo not given) | 1.5

Some of the entries so far, as labelled records.
O=C(COC(=O)c1ccc(O)cc1)Nc1ncc(Cl)cc1Cl
  TTR transcr act: -0.3

C[C@@H]1CN([C@@H](C)CO)C(=O)CCCn2nncc2CO[C@H]1CN(C)C(=O)Nc1ccc(-c2cccs2)cc1
  TTR transcr act: -1.5

(further entries)
SMILES | TTR transcr act
COC(=O)c1ccc(Cl)cc1N(Cc1c(F)cccc1Cl)S(C)(=O)=O | 2.2
Cc1ccccc1OCC(O)Cn1c2ccccc2c2ccccc21 (stereo not given) | -2.1
CCOC(=O)[C@H]1[C@H]2COc3ccc(Br)cc3[C@@H]2N2C(=O)CN(CC3CCCO3)C(=O)[C@@]12C (stereo not given in full) | -1.0
COc1ccc2nc(SCC(=O)NN)cc(C)c2c1 | 1.6
COc1cccc(/C=C2\Sc3ccc(C(=O)NCC4CCCO4)cc3N(C)C2=O)c1 (stereo not given) | 2.1
COc1ccc(Cl)cc1NC(=O)Cn1c(C)csc1=O | -0.5
NC(c1ccccc1)c1csc(Nc2ccc(C(=O)NCCCO)cn2)n1 (stereo not given) | 6.7
CN(CC(=O)Nc1ccccc1Cl)C(=O)COC(=O)c1nc(Cl)c(Cl)c(Cl)c1Cl | -0.8
CCOc1ccccc1N(C(=O)c1snc(C(N)=O)c1N)C(CC)C(=O)NC1CCCC1 (stereo not given) | 0.3
CCO[C@H]1OC(C(=O)N2CCCCCCC2)=C[C@@H](c2csc3ccccc23)[C@@H]1CCCO | 1.9
O=C(Cn1ncc2c(=O)oc3ccccc3c21)N1CCN(c2ccccn2)CC1 | 1.1
CC(C)N1CCc2c(-c3nc4ccccc4s3)csc2C1 | -0.8
CCOC(=O)NC1(Nc2ccc(C)cc2)Oc2ccccc2O1 | -1.1
CSc1ccc(-c2cc(=O)c3ccccc3o2)cc1 | -1.6
COc1ccc(NC(=O)N(C)C[C@@H]2OCc3cnnn3CCCC(=O)N([C@H](C)CO)C[C@@H]2C)cc1 | 4.2
CCN(CCO)c1nc(NCc2ccccc2)c2cnn(C)c2n1 | -0.2
CS(=O)(=O)N(CC(=O)N1CCCCCC1)c1cccc(Br)c1 | 1.5
COc1ccccc1C(=Cc1ccc([N+](=O)[O-])cc1)C(=O)O | 0.7
S=C(Nc1ccccc1)Nc1nccs1 | -2.8
OCCC1CN(Cc2nc3ccccc3s2)CCN1C1CCCCC1 (stereo not given) | 2.0
Clc1cccc(CNc2nc(-c3ccccn3)nnc2-c2ccccc2)c1 | -2.9
CC(=O)Nc1c(C)ccc(S(N)(=O)=O)c1C | -0.3
CCOc1ccc(NC(=S)N2CCC(NC(=O)c3ccccc3C)CC2)cc1 | -1.7
COc1cc(/C=C/C2=CC(C)(C)NC(=S)N2)cc(OC)c1OC | 0.7
COc1ccc(/C(C)=C(\C#N)C(=O)OC(C)C)cc1OC | -1.7
COc1cc2c(cc1OC)C(COc1ccccc1OC)N(C(=O)C(C)C)CC2 (stereo not given) | -0.5
CC1=C(C(N)=O)C(c2sccc2C)n2nnnc2N1 (stereo not given) | 0.0
CCCCCCCC(=O)NNC(=O)c1ccc(F)cc1 | -0.1
COc1ccc2c(C)c(CC(=O)N3CCN(C(=O)C4COc5ccccc5O4)CC3)c(=O)oc2c1C (stereo not given) | -2.1
COc1ccccc1/C=C/C(=O)NC(=S)NC(C)C | 3.9
COc1cccc(-c2nc(-c3ccccc3)c3ccc(Cl)cc3n2)c1 | 2.1
CN1C2=N[C@@H](c3ccc(Br)cc3)CC(=O)N2/C(=C\c2ccccc2)[C@@H]1c1ccccc1 | -1.2
O=C1OC(c2ccccc2)Sc2ccccc21 (stereo not given) | 1.6
CCn1c(Cc2ccccc2)nnc1SCC(=O)Nc1nc(C)cs1 | 2.4
Cc1cc(C)nc(SCc2nnc(SCC(=O)Nc3nc(-c4ccccc4)cs3)n2C)n1 | 0.5
Cc1ccc(CC(=O)N(Cc2ccccc2)c2ccccn2)cc1 | -0.2
CCN(C(=O)Cn1c(=O)n(Cc2ccccc2)c(=O)c2ccccc21)c1cccc(C)c1 | -3.2
N#C/C(=N\Nc1ccccc1)C(=N)N1CCCCC1 | -1.4
CN(C)CCNCc1ccc(OC2CCCC2)cc1 | 5.0
CCC(=O)Nc1ccc(-c2nnc(SCc3ccc(C(=O)Nc4nccs4)cc3)n2CC)cc1 | -3.1
O=C(CSc1nnc(NC(=O)C2CC2)s1)Nc1ccccc1C(F)(F)F | -0.4
COc1cc(OC)cc(C(=O)NN2CCOCC2)c1 | 0.5
O=C1OCCC/C1=C\c1ccc2c(c1)OCO2 | -0.1
Fc1cc(F)cc(NC(=S)N2CCN(c3ncccn3)CC2)c1 | -1.6
CCCn1c(CCNc2nc(-c3ccc(OC)cc3)cs2)nc2ccccc21 | -1.9
CC1=NN(C(N)=S)C(=O)C1N=Nc1c(C)cc(C)cc1C (stereo not given) | -2.2
O=Cc1ccccc1OCCOc1ccc([N+](=O)[O-])cc1 | -0.5
O=C(c1ccccc1)c1sc(N2CCOCC2)nc1-c1ccccc1 | 1.0
Cc1cc(C)nc(SCc2nnc(SCc3ccccc3Cl)o2)n1 | -2.8
COCCN(Cc1nc2ccccc2c(=O)[nH]1)C(=O)c1cccc(S(=O)(=O)N2CCCC2)c1 | 4.3

Taken from above:
CC1=C(C(N)=O)C(c2sccc2C)n2nnnc2N1 (stereo not given) @ TTR transcr act = 0.0
COc1cccc(-c2nc(-c3ccccc3)c3ccc(Cl)cc3n2)c1 @ TTR transcr act = 2.1
Fc1cc(F)cc(NC(=S)N2CCN(c3ncccn3)CC2)c1 @ TTR transcr act = -1.6
O=C1OCCC/C1=C\c1ccc2c(c1)OCO2 @ TTR transcr act = -0.1

Further entries:
SMILES | TTR transcr act
CCOC(=O)C1(C)CCN1C(=O)CSc1ccccc1 (stereo not given) | -0.8
O=S1(=O)CC(N2CCN(c3ccccn3)CC2)CN1Cc1ccc(F)cc1 (stereo not given) | 2.4
Cc1cc(OC(=O)c2ccccc2C(F)(F)F)c([N+](=O)[O-])c(=O)[nH]1 | -0.1
CCCOP(=O)(OCCC)c1c([N+](=O)[O-])cc(C(F)(F)F)cc1[N+](=O)[O-] | 4.4
CC(C)Oc1ccc(C(=O)NCc2cccs2)cc1 | -0.6
CC(=O)N1CCN(c2c(F)c(F)c(C(F)(F)F)c(F)c2F)CC1 | 0.0
CCOC(=O)N1CCN(C(=O)c2ccccc2NC(=O)c2ccc(Br)cc2)CC1 | -1.1
COc1ccc2[nH]c3c(c2c1)CCN1C(=O)C(CC(=O)NCCc2ccccn2)C[C@H](C(=O)N2CCCCC2)[C@@]31CCc1ccccc1 (stereo not given in full) | -1.4
N#CCCn1cc(C(N)=O)c(-c2ccc3ccccc3c2)n1 | 0.0
CCC(=O)N1CCC1(C)C(=O)Nc1cc(OC)ccc1OC (stereo not given) | -0.6
Clc1cccc(OCCCCN2CCCCC2)c1 | -0.1
COc1ccc(Nc2cc(C(=O)N3CCc4ccccc4C3)c3ccccc3n2)c(OC)c1 | -2.7
Cc1ccc2c(c1)N(CC(=O)Nc1ccc3c(c1)OCCO3)C(=O)CO2 | 0.8
Cc1ccc(-c2csc(C(C)(O)c3cccc(F)c3)n2)cc1C (stereo not given) | 0.2
COc1ccc(Cl)cc1NC(=O)CCNC(=O)OCc1ccccc1 | -0.3
O=C(NCCc1ccccc1)N1c2ccccc2Sc2ccccc21 | -2.1
O=[N+]([O-])c1ccc(C2=NN(c3ccccc3)C(c3ccco3)C2)cc1 (stereo not given) | -2.7
Cc1ccc(Nc2ncnc(Cl)c2N)cc1 | -1.9
O=C(NCCS(=O)(=O)N1CCN(c2ccccc2F)CC1)c1c(F)cccc1F | -1.9
Cc1cc(C)c(NC(=O)CCCCCNC2CCCCC2)c(C)c1 | -1.3
Cc1c(C(=O)Nc2ccccc2F)sc2nc3n(c(=O)c12)CCC3 | -2.6
CC(C)COC(=O)N(C)C[C@@H]1OCc2cnnn2CCCC(=O)N([C@H](C)CO)C[C@H]1C | 0.9
O=C(O)c1ccccc1SC1CC(=O)N(c2cccc3ccccc23)C1=O (stereo not given) | 0.7
OCC[C@H]1C[C@H](O)[C@@H](O)[C@@]2(Cc3ccccc3O2)O1 | 7.8
CCOc1cc(C(=O)NC(C)Cc2cccs2)cc(OCC)c1OCC (stereo not given) | -2.8
C=C(C)C1CC=C(C)/C(=N/NC(=O)COc2ccccc2C)C1 (stereo not given) | 1.3
Cc1ccc(CN2CCCCC(NC(=O)Nc3ccccc3)C2=O)cc1 (stereo not given) | -2.1
Cc1ccc(CNc2cc(C(=O)O)ccc2Cl)s1 | 2.3
N#CC1C(=N)Cc2ccccc2-c2ccccc21 (stereo not given) | 1.5
CSc1ccccc1N=Cc1nc(-c2ccccc2)oc1O | 6.4
CCc1c(C(=O)C(C)O)c2n3c1CCC[C@@H]3CC2 (stereo not given in full) | 0.8
C/C=C(\C)C(=O)NCCN1C2=NC[C@@H](Cc3ccccc3)N2C[C@@H]1Cc1ccc(OC)cc1 | -1.0
CC(=O)N1CCc2cc(S(=O)(=O)CCC(=O)NCCc3ccc(Cl)cc3)ccc21 | -0.7
CC(C)CCNC(=O)c1ccc(CSCc2cccc(F)c2)o1 | -0.8
Cn1nc(NC(=O)CC(C)(C)CC(=O)O)c2ccccc21 | 2.8
CCOC(=O)C1CCCCN1Cc1ccccc1C(F)(F)F (stereo not given) | -1.0
Cc1cccc(C)c1Nc1nnc(SC(C)C(=O)Nc2c(C)n(C)n(-c3ccccc3)c2=O)s1 (stereo not given) | 1.0
O=C1CC(N(O)c2ccccc2)C(=O)N1c1ccc(Cl)c(Cl)c1 (stereo not given) | 4.1
Cc1ccc(C(=O)n2c(-c3ccccc3)cnc2SCC(=O)Nc2ccc(C)cc2C)cc1 | 1.2
O=C(CN1C(=O)NC2(CCCCCC2)C1=O)NCc1ccc(F)cc1 | 3.5
COc1ccc(CNc2ccc3c(c2)ncn3C)cc1OC | -0.4
O=C(Cn1nnc2ccccc21)NC1CCCCC1 | -1.7
O=S(=O)(Nc1cccc(-n2cnnn2)c1)c1ccc(Cl)nc1 | 5.3
COc1cccc(N/N=C/c2cccc(Br)c2O)c1 | -1.1
COC(=O)[C@]12C[C@H](CC(=O)N3CCC(c4ccccc4)CC3)C(=O)N(Cc3ccc(Cl)cc3Cl)C1=C[C@H](C(C)(C)C)O[C@@H]2C | 1.2
COC(=O)c1nnc(-c2ccccc2)c(-c2ccccc2)n1 | -1.7
Cc1ccc(NC(=O)NNC(=O)c2sccc2-n2cccc2)cc1 | -0.6
CCc1nc2ccc(C(=O)Nc3cccc(OC)c3)cn2c1N(C)Cc1ccc(OC)cc1 | -2.1
CNC(=S)NNC(=O)c1cccs1 | 4.7
Cc1cccc(C)c1NC(=O)COc1ccc2c(C)c(Cc3ccccc3)c(=O)oc2c1C | 3.7
CCOC(=O)CN1C(=O)N2C[C@H]3CON(C)[C@H]3C[C@H]2c2ccccc21 | -1.4

Some of these compounds in order of the TTR transcr act value, lowest first:
molecule	TTR transcr act
Cc1c(C(=O)Nc2ccccc2F)sc2nc3n(c(=O)c12)CCC3	-2.6
CCCn1c(CCNc2nc(-c3ccc(OC)cc3)cs2)nc2ccccc21	-1.9
COc1ccc(C(NC(=O)c2ccc(F)cc2)c2ccccc2)cc1 (stereo not given)	-1.0
COc1ccccc1NC(=O)CNS(=O)(=O)c1ccccc1	-0.5
CCN(CC)S(=O)(=O)c1ccc(-c2nnc(SCC(=O)Nc3nnc(C)s3)n2CC)cc1	-0.4
O=S1(=O)CC(N2CCN(c3ccccn3)CC2)CN1Cc1ccc(F)cc1 (stereo not given)	2.4
